Caspase-1 inhib: qHTS Assay for Allosteric/Competitive Inhibitors of Caspase-1; P29466; Caspase-1 enzyme, Ac-WEHD-AFC fluorogenic rate; Potency, µM (series often up to 57.5 µM), inactives show at the highest dose activity change, negative = inhibition, most hits filed as inhibitors; 75,000 tested, 0.03% active; AID 900, 2007;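 note: potency is the fitted concentration of half-maximal effect; plate controls were vehicle for no effect and no substrate for full effect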
Target sequence (P29466 120-297 limits assumed): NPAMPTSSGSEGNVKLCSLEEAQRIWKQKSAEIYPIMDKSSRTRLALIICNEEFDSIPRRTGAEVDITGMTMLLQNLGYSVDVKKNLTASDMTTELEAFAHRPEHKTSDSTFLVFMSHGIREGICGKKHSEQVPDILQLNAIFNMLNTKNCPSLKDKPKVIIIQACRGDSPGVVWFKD
Target sequence (P29466 317-404 limits assumed): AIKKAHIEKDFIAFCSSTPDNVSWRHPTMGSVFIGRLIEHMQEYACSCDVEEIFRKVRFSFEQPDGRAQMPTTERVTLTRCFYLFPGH
USP2a inh: qHTS Assay for Inhibitors of Ubiquitin-specific Protease USP2a; Potency, µM (highest dose often 38.3 µM), for inactives: at the highest dose activity change, negative = inhibition, usual class: inhibitors; Ubiquitin carboxyl-terminal hydrolase 2 (Homo sapiens), O75604; AID 927, 2007; 60,000 tested, 0.1% active; USP2a enzymatic assay, qHTS inhibition;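 note: potency is the fitted concentration of half-maximal effect; nearly all actives have a fitted effect of over 60% in size; plate controls were DMSO for no effect and NEM full inhibition control for full effect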
Target sequence (O75604 whole entry, looked up): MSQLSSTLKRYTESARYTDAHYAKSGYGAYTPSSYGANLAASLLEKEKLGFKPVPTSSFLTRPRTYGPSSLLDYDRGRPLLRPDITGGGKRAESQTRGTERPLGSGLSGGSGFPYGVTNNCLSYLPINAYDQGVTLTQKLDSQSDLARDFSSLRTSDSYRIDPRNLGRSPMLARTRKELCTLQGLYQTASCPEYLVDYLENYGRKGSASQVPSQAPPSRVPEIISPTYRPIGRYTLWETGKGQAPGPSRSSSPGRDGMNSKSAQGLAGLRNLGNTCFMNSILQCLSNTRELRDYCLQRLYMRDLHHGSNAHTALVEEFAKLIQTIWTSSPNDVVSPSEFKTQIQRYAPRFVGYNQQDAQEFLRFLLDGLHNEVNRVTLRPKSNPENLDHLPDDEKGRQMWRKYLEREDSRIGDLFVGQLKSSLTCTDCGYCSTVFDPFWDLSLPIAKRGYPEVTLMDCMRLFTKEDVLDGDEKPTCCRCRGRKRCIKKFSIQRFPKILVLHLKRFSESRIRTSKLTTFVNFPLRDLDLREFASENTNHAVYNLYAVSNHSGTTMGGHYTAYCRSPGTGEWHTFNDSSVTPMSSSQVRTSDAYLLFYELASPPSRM
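USP2 core (20 nM final) was preincubated with compound for 30 min at RT in 20 mM Tris-HCl pH 8.0, 2 mM CaCl2, 2 mM beta-mercaptoethanol; Ub-PLA2 (20 nM) plus NBD C6-HPC (20 uM) then added, fluorescence read after 2.5 h.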
Luciferase inh: qHTS Assay for Inhibitors of Firefly Luciferase | purified firefly luciferase, luminescence, 8 min | Potency, µM (doses to about 57.1 µM), for the others: top-dose activity change, negative = inhibition, usual class: inhibitors | Luciferin 4-monooxygenase (Photinus pyralis), P08659 | 72,000 tested, 2.2% active; note: potency is the fitted concentration of half-maximal effect; % is set by controls: 0 for no effect and ±100 for the full control effect; nearly all actives have a fitted effect of over 40% in size
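Compounds were tested as concentration series (qHTS) against purified P. pyralis luciferase with luciferin and 10 uM ATP in 50 mM imidazole pH 7.2, 50 mM KCl, 7 mM MgCl2, 0.01% Tween 20, 0.05% BSA. Luminescence was read after 8 min at ambient temperature.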
ERK AVP inh: qHTS Assay for Inhibitors of the ERK Signaling Pathway using a Homogeneous Screening Assay; HEK293-V1b, vasopressin-stimulated pERK AlphaScreen; Potency, µM (titrated, usually from 57.5 µM), for the others: at the top dose activity, negative = inhibition, usual class: inhibitors; 72,000 tested, 0.99% active; note: potency is the fitted concentration of half-maximal effect; % is set by controls: 0 for no effect and ±100 for the full control effect; nearly all actives have a fitted effect of over 55% in size
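V1b-HEK293 cells; cpd 30 min 37C; 25 nM vasopressin 5 min; lyse 10 min; AlphaScreen beads 5 hr RT. Normalized to DMSO basal and 25 nM vasopressin; AC50 by Hill fit.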
Rhodamine autofl: qHTS Assay for Spectroscopic Profiling in Rhodamine Spectral Region. Rhodamine-region fluorescence, 547/598 nm, Tris buffer; stronger effect = higher value. max dye-equivalent concentration, M. 59,000 tested, 0.05% active; in the data active = max dye-equivalent concentration above about 11 nM; inconclusive = between about 1.1 nM and that limit
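Compound fluorescence in 100 mM Tris, pH 8.0, read after 15 min at room temperature with 547 nm excitation and 598 nm emission. Output is dye-equivalent concentration from an on-plate rhodamine standard series.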
Caspase-7 inhib: qHTS Assay for Allosteric/Competitive Inhibitors of Caspase-7 | P55210 | recombinant caspase-7, Ac-DEVD-AFC fluorescence rate | Potency, µM (top dose mostly 57.5 µM), for the others: top-dose activity change, negative = inhibition, usual class: inhibitors | 75,000 tested, 0.02% active | AID 889, 2007; active = well fitted inhibition curve with a large enough effect in the main read-out, with a control signal flat, not every such curve was filed as active; inconclusive = small, poorly fitted or top-dose-only effect, or a change in a side signal; note: potency is the fitted concentration of half-maximal effect; % of control where 0% means no effect
TexasRed autofl: qHTS Assay for Spectroscopic Profiling in Texas Red Spectral Region; Compound fluorescence, Texas Red channel, 547/618 nm; stronger effect = higher value; max dye-equivalent concentration, M; 59,000 tested, 0.06% active; in the data active = max dye-equivalent concentration above about 10 nM; inconclusive = between about 1.1 nM and that limit
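qHTS profiling of intrinsic compound fluorescence; 100 mM Tris pH 8.0; 15 min RT; ex 547 / em 618 nm; response expressed as Texas Red dye-equivalent concentration from six-point plate standard.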
Tau filament bind: qHTS Assay for Tau Filament Binding. AID 596, 2007. recombinant tau filaments, thioflavin S fluorescence, 15 h; filaments grown with octadecylsulfate alongside compound. Microtubule-associated protein tau (Homo sapiens), P10636. Potency, µM (doses to about 57.1 µM), inactives show top-dose activity change, negative = inhibition. 71,000 tested, 2% active;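 note: potency is the fitted concentration of half-maximal effect; % is set by controls: 0 for no effect and ±100 for the full control effect; actives lower thioflavin S fluorescence by blocking filaments or displacing dye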
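His-tagged recombinant human tau (exons 2, 3, 10; 1 uM final) fibrillized with 30 uM sodium octadecylsulfate, 15 h at 37 C, in pH 7.4 HEPES buffer with 10 uM thioflavine S and 5 mM DTT. Reduced ThS fluorescence (450/510 nm) marks activity.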
HADH2 inhib: qHTS Assay for Inhibitors of HADH2 (Hydroxyacyl-Coenzyme A Dehydrogenase, Type II); 3-hydroxyacyl-CoA dehydrogenase type-2 (Homo sapiens), Q99714; Potency, µM (doses to about 57.1 µM), without a hit: at the top dose activity change, negative = inhibition, usual class: inhibitors; 73,000 tested, 3.4% active; recombinant HADH2, NADH fluorescence, beta-hydroxybutyryl-CoA; note: potency is the fitted concentration of half-maximal effect; % is set by controls: 0 for no effect and ±100 for the full control effect; nearly all actives have a fitted effect of over 60% in size; many of its hits are not listed in these tables
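NADH fluorescence (ex 360/em 450 nm) read every 30 s for 4 min; activity taken as last-minus-first time point difference. Enzyme 20 nM, NAD+ 1 mM, beta-hydroxybutyryl-CoA 90 uM, pH 9.0 Tris buffer.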
HEK293 cAMP cs: qHTS Assay for Agonists of the Thyroid Stimulating Hormone Receptor: Activators of Intracellular cAMP Concentrations in Parental HEK 293 | AID 938, 2007 | parental HEK293 CNG cAMP sensor, membrane potential fluorescence | 73,000 tested, 2.5% active | Potency, µM (series often up to 57.1 µM), for inactives: at the top dose activation, actives largely listed as activators; note: potency is the fitted concentration of half-maximal effect; % of control where 0% means no effect; nearly all actives have a fitted effect of over 55% in size
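Counterscreen for endogenous-receptor signalling: CNG-channel HEK 293 cells report cAMP rise by membrane depolarization. After 60 min dye equilibration with 100 uM RO 20-1724, compounds incubated 30 min before bottom-read fluorescence at 590 nm.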
Fluorescein fluor: qHTS Assay for Spectroscopic Profiling in Fluorescein Spectral Region | max fluorescein-equivalent concentration, M | 59,000 tested, 0.91% active | Compound autofluorescence, 480/540 nm, fluorescein-equivalent; stronger effect = higher value; in the data active = max fluorescein-equivalent concentration above about 10 nM; inconclusive = between about 1.1 nM and that limit
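Autofluorescence profiling; 100 mM Tris, pH 8.0; incubation 15 min at RT; ex/em 480/540 nm; result as fluorescein-equivalent concentration.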
Numbers without * were called inactive; i = inactive; ? = inconclusive; . = no result given; [ ] = dose if it differs, or a comment. Unless noted, calls come from the whole dose curve; as a rule, active = well fitted curve in the direction sought with a large enough effect; inconclusive = small, poorly fitted or top-dose-only effect, or another doubt; inactive = no such curve, though single readings can be large; an effect the other way counts as inactive or inconclusive. A portion of the library; the hit share may differ from the screen's.

Second line of a record – Caspase-1 inhib, USP2a inh, Luciferase inh, ERK AVP inh, Rhodamine autofl, Caspase-7 inhib, TexasRed autofl, Tau filament bind, HADH2 inhib, HEK293 cAMP cs, Fluorescein fluor
- CCCS(=O)(=O)NCCc1cc2ccc(OC)cc2[nH]c1=O
 : -4%, ., 0%, ., ., 4%, ., -14%, 36%[activator], ?, .
- CC(=O)c1sc(NC(=O)CN2C(=O)CCC2=O)nc1C
 : 1%, -8%, 3%, -7%, i, 7%, i, 1%, -1%, 1%, ?
- Cc1oc2cc(OCC(=O)O)ccc2c(=O)c1Oc1ccccc1
 : 2%, 6%, 2%, -21%, i, 2%, i, -4%, -22%, 16%, i
- O=C(Cn1cc2c(n1)CCCCC2)NCCCN1CCOCC1
 : -1%, ., 4%, 11%, ., -1%, ., -2%, 10%, 5%, .
- CCN(CC)CCSc1nc(O)c(C(C)C)c(=O)[nH]1
 : 2%, -2%, -2%, -3%, i, 0%, i, -7%, 4%, 0%, i
- Cc1cc2c(=O)n(NC(N)=O)c(C)nc2s1
 : -1%, ., 2%, 4%, i, 1%, i, -13%, -11%, 2%, ?
- O=C(C(c1ccccc1)c1ccccc1)N1CCN(Cc2ccncc2)CC1
 : -3%, 5%, 0%, -11%, ., 0%, ., -3%, -4%, 8%, .
- Cc1nnc(SCC(=O)N2CCN(S(=O)(=O)c3ccccc3)CC2)n1Cc1ccccc1
 : -1%, 6%, -2%, 8%, i, 0%, ?, 3%, -7%, -3%, i
- COc1ccc(NC(=O)C23CCC(C)(C(=O)O2)C3(C)C)cc1 (configuration not stated)
 : 0%, 2%, 4%, 9%, i, 1%, i, -11%, 5%, 1%, i
- O=C(Nc1cnn(C23CC4CC(CC(C4)C2)C3)c1)c1cnn2c(C(F)(F)F)cc(-c3ccco3)nc12
 : -5%, 25%, 1%, ?, i, -6%, i, 2µM*, 16%, -3%, i
- Cn1c(NCc2ccco2)nc2c1c(=O)n(Cc1ccc(Br)cc1)c(=O)n2C
 : -6%, 25%, 0%, -25%, i, -3%, i, 130%, 18%, -23%, i
- CCCCc1nc2ccccc2c(=O)n1NC(=O)c1c(O)c2c(n(CC(C)C)c1=O)CCCC2
 : 0%, 15%, 2%, 3%, i, 0%, i, 5%, -2%, 12%, i
- COC(=O)N1CCC2(CCN(C(=O)Nc3cccc(F)c3)CC2)CC1
 : 1%, 7%, 1%[11.4 µM], 14%, i, -3%, i, -5%, -8%, 16%, i
- Cc1cc(C)n(-c2nnc3n2N=C(c2c[nH]c4ccccc24)CS3)n1
 : 1%, ?, -2%, -24%, i, -2%, i, -9%, -7%, 12%, i
- CCCCn1cc(SCC(=O)O)c2ccccc21
 : -2%, -6%, 0%, -4%, i, 0%, i, -2%, -18%, 9%, i
- CCOc1ccc(Cc2nc(C)c(CC(=O)N3CCCCC3)c(=O)[nH]2)cc1
 : 2%, -7%, 1%, 1%, i, -2%, i, -4%, 3%, -1%, i
- CN1C(=O)C(O)(C2COC(C)(C)CC2=O)c2ccccc21 (configuration not stated)
 : -2%, -3%[7.66 µM], 0%, -3%, ., 3%, ., -1%[11.4 µM], -4%[11.4 µM], 2%[11.4 µM], .
- CCCCn1c(SCC(=O)Nc2ccc3c(c2)OCO3)nc2c1c(=O)n(C)c(=O)n2C
 : -1%, 139%[activator], 0%, -3%, i, -1%, i, -7%, 5%, 30%, i
- COc1ccc2[nH]cc(CCNc3ccnc(-c4ccc5c(c4)OCO5)n3)c2c1
 : -3%, -138%, 0%[2.29 µM], 32µM*, i, -4%, i, ?, ?, ?, ?
- Cc1[nH]nc2c1C1(CCN(C(=O)c3ccccc3)CC1)C(C#N)=C(N)O2
 : -1%, 1%, 2%, 2%, i, -1%, i, 6%, 19%, 0%, i
- COC(=O)C1CCN(Cc2cc(=O)oc3cc(OC)ccc23)CC1
 : 2%, 12%, -2%, 21%, i, -4%, ?, 6%, -2%, 12%, i
- Cc1ccc(-c2noc(-c3cccs3)n2)cc1
 : -3%, -5%, 7.9µM*, 48%[activator], ., -3%, ., -17%, -4%, 13%, .
- Cc1cnc(NC(=O)CSc2nnc(Cc3ccccc3)n2C)s1
 : 0%, 5%, 2%, 8%, i, 0%, i, 9%, 5%, -1%, i
- COc1cc(C(=O)OCC(=O)NC2CCCC2)cc(NC(=O)c2ccco2)c1OC
 : 0%, -2%, 2%, -6%, i, 0%, i, -1%, 17%, 23%[2.29 µM], i
- CCOC(=O)C1(C(F)(F)F)N=C(N(C)C)OC(N(C)C)=N1
 : 1%, 1%, 1%, 16%, i, -1%, i, -9%, 5%, 0%, ?
- CCOC(=O)c1[nH]c2cc3c(cc2c1CCCN1C(=O)c2ccccc2C1=O)OCCO3
 : -5%, 18%, 2%, 11%, i, -2%, i, 12%, 31%[activator], -7%, i
- COc1cc2cc(C)c3nnc(SCC(N)=O)n3c2cc1OC
 : 2%, 1%, 2%, -26%, i, 2%, ?, 6%, 32%[activator], 0%, i
- O=C(CC1SC2=NCCN2C1=O)Nc1ccc(Cl)cc1 (configuration not stated)
 : -1%, 3%, 1%, -17%, i, 1%, i, -1%, 4%, 0%, i
- CCCSc1nc2c(cnn2-c2ccc(C)cc2)c(=O)[nH]1
 : -2%, ., 1%, ., ., 0%, ., 186%, 13%, 5%, .
- CCc1cccc(NC(=O)CN(c2ccc(OC)cc2)S(=O)(=O)c2c(C)n[nH]c2C)c1
 : 0%, 59%[activator], -1%, 14%, i, -2%, i, 2%, 1%, 1%, i
- CC(C)OC(=O)c1ccc(N2C(=O)C3CC=CCC3C2=O)cc1 (configuration not stated)
 : 0%, -3%, -1%, -7%, i, -1%, i, -3%, 3%, 0%, ?
- Clc1ccc(CCNc2ncnc3nc[nH]c23)cc1
 : 2%, ., -5%, ., ., 1%, ., 456%, ?, ?, .
- Cc1c(NC(=O)CSc2nc3ccccc3n2C)c(=O)n(-c2ccccc2)n1C
 : -1%, -1%, 4%, -5%, ., -1%, ., 5%, 7%, -2%, .
- CCN1C(=O)[C@H]2[C@H]3[C@H](O)[C@H](O)C/C(=N/OC[C@@H]4O[C@H](c5ccccc5)C=C[C@@H]4Oc4ccc(OC)cc4)[C@@H]3CC[C@@H]2C1=O
 : -7%[11.5 µM], ., 2%[11.4 µM], -2%[11.5 µM], ., 2%[11.5 µM], ., ., -17%[11.4 µM], -5%[11.4 µM], .
- Cc1cc2ncn(C3CC(=O)N(Cc4ccccc4)C3=O)c2cc1C (configuration not stated)
 : -1%, 22%, -8%, 32µM*, i, -1%, i, 3%, 1%, 18%, i
- O=C(Nc1ccc(N2CCOCC2)c(Cl)c1)c1cccc(F)c1
 : -1%, -5%, 1%, 2%, i, 0%, i, -2%, 4%, 4%, i
- CN(C(=O)COc1nnc(-c2cccs2)c(-c2cccs2)n1)c1ccccc1
 : -11%, 58%[activator], 0%, -22%, i, -10%, i, 25µM*, 1%, -5%, ?
- CC(=O)Cc1nsc(NC(=O)c2ccc(Br)o2)n1
 : -9%, 3%, -6%, 18%, i, 0%, i, 3%, -10%, 6%, i
- CCC(=O)Nc1cc(NC(=O)CSc2ncc(-c3ccc(F)cc3)n2Cc2ccco2)ccc1C
 : -4%, 40%[activator], -20%, -14%, i, -3%, i, -13%, -2%, ?, i
- CCOC(=O)c1ccc2[nH]c(C)cc(=O)c2c1
 : -3%, 4%, -5%, ?, ., 0%, ., 7%, 32µM*, -1%, .
- COc1ccc(CCNC(=O)CSc2nnc(CNC(=O)c3cccs3)o2)cc1OC
 : 0%, -10%, 2%, -6%, i, -1%, i, -2%, -16%, 8%, i
- COc1ccc(CNC(=O)C2CCCN(S(=O)(=O)c3cc(C)ccc3OC)C2)cc1 (configuration not stated)
 : -1%, 19%, 1%, -21%, i, 1%, ?, 5%, -3%, 11%, ?
- Cc1ccnc(NC2c3ccccc3C(=O)N2Cc2ccccc2Cl)c1 (configuration not stated)
 : 2%, ., -1%, 0%, ., 0%, ., 199%, -1%, 5%, .
- Clc1ccc2c(c1)N=C(N1CCNCC1)c1ccccc1N2
 : -3%, ., 1%, 23%, ., 1%, ., 40µM*, 4%, -18%, .
